Screening data as filed in PubChem.
PAX8 inh HTS: PAX8 transcriptional activity inhibition; RMG-I TPO-luciferase reporter, SteadyGlo, 24 h; inhibition, % at 12.6 µM; AID 652154; hit rate 1.2% among 360,000;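 active means mean replicate inhibition at least 60% with every replicate also reaching 60%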;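 further: luciferase light reporting Pax8 driven TPO promoter activity; plate controls were median of neutral control wells for no effect and mitoxantrone controls for full effect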
PglD inh: blocks C. jejuni PglD acetyltransferase activity | purified PglD enzyme, DTNB colorimetric CoA detection | inhibition, % at 12.5 µM | hit rate 0.098% among 360,000 | AID 602405; in the data active means inhibition above about 16%, passing the limit was not always enough; further: strong numbers were not always called active
C2C12 statin: protects C2C12 myotubes from simvastatin toxicity; ATP luminescence, 48 h; scaled: DMSO 0, geranylgeraniol control 100; rescue of ATP level, % at 7.49 µM; hit rate 0.78% among 330,000; AID 602340;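 active means mean ATP rescue above about 67%, or every replicate alone reaching that limit, limit read from the data, passing the limit was not always enough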;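 further: myotubes were challenged with 10 µM simvastatin during compound exposure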
ARNT TACC3 PPI: disruptors of human ARNT/TACC3 interaction; inhibition, % at 9.99 µM; Q9Y6A5; hit rate 0.66% among 390,000; AlphaScreen His-ARNT PAS-B/GST-TACC3 binding, luminescence; TACC3 fragment carries E629A point mutation;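 active means mean inhibition of replicates at least 50% and at least half of replicates each reaching 50%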;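 further: 0% = complete ARNT plus TACC3 wells and 100% = ARNT alone without TACC3; many hits fall short of the cut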
LGR2 inh: Drosophila LGR2 receptor signaling inhibition | inhibition, % at 9.99 µM | AID 720647 | hit rate 0.35% among 380,000 | HEK293 LGR2, CRE-luciferase, bursicon-stimulated, 4 h;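 active means drop in luminescence signal, shown as inhibition above about 50% in the replicate tests, limit read from the data, passing the limit was not always enough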;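 further: agonist challenge used bursicon conditioned medium at about half maximal strength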
Cneo AK release: Cryptococcus neoformans lysis via adenylate kinase release | hit rate 0.2% among 360,000 | AID 651654 | C. neoformans lysis, adenylate kinase release luminescence, 4 h; normalised: neutral wells 0, clomiphene wells 100 | lysis activity, % at 15 µM;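 active means mean lysis activity across replicates of at least 80%, whatever share of replicates individually reach that level; inactive means mean lysis activity below 80%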
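Schedule: static 4 h at 37 °C with compound, 1 h detection; system: C. neoformans cells; benchmarks: Clomiphene as positive control; buffer or medium: fresh YPD medium; measure: luminescence rise reflecting yeast cell lysis; measured by: luminescent adenylate kinase detection reagent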
INS-1E GSIS act: primary screen for activators of insulin secretion dependent on glucose, INS-1E cells, GLuc reporter luminescence; INS-1E GLuc reporter insulin secretion, 2-3 h; activation, % at 16.6 µM; hit rate 0.61% among 370,000;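 active means lowest replicate activation of at least 40%, so every replicate reaches that level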;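 further: 0% = median of neutral control wells and 100% = median of IBMX positive control wells; some compounds called inactive have numbers as strong as hits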
PGC1a acetyl inh: modulators of PGC1a acetylation | inhibition, % at 15.6 µM | AID 651687 | U2OS PGC1a acetylation, AlphaScreen anti-acetyl-lysine; with virally co-expressed GCN5 acetyltransferase | hit rate 0.17% among 350,000;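 active means every replicate shows inhibition of at least 40%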;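 further: 0% = neutral control wells and 100% = positive control wells; some results beyond the cut were filed as inactive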
An asterisk follows results filed as active; x = no result given.

no.	SMILES	PAX8 inh HTS	PglD inh	C2C12 statin	ARNT TACC3 PPI	LGR2 inh	Cneo AK release	INS-1E GSIS act	PGC1a acetyl inh
1	COc1ccccc1Nc1nnc(SCC(=O)N2CCCC2)s1	x	3	-1	-16	-12	1	-11	x
2	CC/C(=N/NS(=O)(=O)c1ccc(Cl)cc1)c1ccc(O)cc1	-11	x	x	-3	-7	x	0	x
3	CC(=O)NC(=S)Nc1ccc(NC(=O)c2cccnc2Cl)cc1	-26	-2	8	-5	-3	2	1	-5
4	O=C(N/N=C\c1ccncc1)c1ccc(Cl)s1	-18	6	-6	x	-3	-2	19	-2
5	COc1ccccc1-n1cnnc1SCC(=O)NC1CCS(=O)(=O)C1 (stereo not given)	27	x	x	5	-9	x	3	-4
6	c1ccc(Nc2ncnc3c2oc2ccccc23)cc1	-200	-2	-13	-6	x	4	x	0
7	OC(CN1CCC(Cc2ccccc2)CC1)C(F)(F)F (stereo not given)	-3	-3	-3	-1	-10	0	10	-15
8	COc1ccc(OC)c(C(=O)c2c(C)oc3cc(Br)c(O)c(CN(C)C)c23)c1	9	-1	x	x	x	1	x	-10

Sorted by value in INS-1E GSIS act (lowest first): 6 from the list above.
| nr | Compound | INS-1E GSIS act |
| --- | --- | --- |
| 1 | COc1ccccc1Nc1nnc(SCC(=O)N2CCCC2)s1 | -11 |
| 2 | CC/C(=N/NS(=O)(=O)c1ccc(Cl)cc1)c1ccc(O)cc1 | 0 |
| 3 | CC(=O)NC(=S)Nc1ccc(NC(=O)c2cccnc2Cl)cc1 | 1 |
| 5 | COc1ccccc1-n1cnnc1SCC(=O)NC1CCS(=O)(=O)C1 (stereo not given) | 3 |
| 7 | OC(CN1CCC(Cc2ccccc2)CC1)C(F)(F)F (stereo not given) | 10 |
| 4 | O=C(N/N=C\c1ccncc1)c1ccc(Cl)s1 | 19 |

Next part:
no.	SMILES	PAX8 inh HTS	PglD inh	C2C12 statin	ARNT TACC3 PPI	LGR2 inh	Cneo AK release	INS-1E GSIS act	PGC1a acetyl inh
9	Cc1nnc(SCC(=O)N2CC(=O)Nc3ccccc32)s1	2	x	x	3	10	x	21	-2
10	C[C@H]1CN([C@@H](C)CO)C(=O)c2cc(-c3ccc(C#N)cc3)cnc2O[C@H]1CN(C)Cc1cncnc1	x	x	5	x	-7	x	1	6
11	COc1ccc(OC)c(NC(=O)C2(C)CCN2C(=O)C2(c3ccc(Cl)cc3)CCC2)c1 (stereo not given)	-5	-2	3	x	7	1	-25	-14
12	O=C(NS(=O)(=O)NC1CCCCC1)C1=C(N2CCCC2)COC1=O	-2	-2	1	-3	x	-3	x	0
13	CCOC(=O)C1(C)CCCN1C(=O)c1ccc(N(C)C)cc1 (stereo not given)	-24	-2	-2	x	2	0	0	9
14	Cc1ccc(NC(=O)CCC(=O)NNC(=O)COc2ccccc2)cc1C	17	-4	x	-9	x	-1	x	9
15	C[C@H](NC(=O)C[C@H]1C=C[C@H](NS(=O)(=O)c2cccc(F)c2)[C@H](CO)O1)c1ccccc1	-3	-1	-15	-5	15	-9	14	5
16	Cc1cc(C)nc(SCC(=O)Nc2ccc(S(=O)(=O)NCCO)cc2)n1	x	-1	3	-13	x	1	x	-13
17	CCN(CC)C(=O)C1CCCN(C/C=C/c2ccccc2[N+](=O)[O-])C1 (stereo not given)	4	-2	-4	0	5	4	15	-17
18	CCCCOc1ccccc1C(=O)N(Cc1ccco1)C1CCS(=O)(=O)C1 (stereo not given)	-3	1	-2	31	-5	2	35	-8
19	Cc1ccc(S(=O)(=O)c2cc(O)ccc2O)cc1C	16	x	x	-5	-15	x	-6	x
20	COc1ccc(N2CCN(C(=O)Cc3ncc(C(F)(F)F)cc3Cl)CC2)cc1	11	-4	1	-3	x	3	x	7
21	CCOc1ncccc1C(=O)OCC(=O)Nc1cc(C(C)(C)C)ccc1OC	10	0	6	-11	1	0	7	-1
22	CCCN(CC(=O)Nc1ccccc1OC)C(=O)c1nc2nc(C)ccn2n1	-12	-8	11	-3	6	0	31	-1
23	NS(=O)(=O)c1cccc(NC(=O)CSc2ncc(C(F)(F)F)cc2Cl)c1	-5	x	x	6	1	x	43	x
24	CCCCCCSc1ncc(C#N)c(N)n1	-17	4	-8	-13	x	1	x	-2
25	COCC(=O)N1[C@H](CO)[C@@H](c2ccccc2-c2ccccc2)[C@@H]1C#N	-6	x	x	x	-16	x	-14	-4
26	CC(=O)Nc1ccc(S(=O)(=O)NCCC(=O)NCCOc2ccccc2)cc1	-8	-1	13	-3	0	0	-5	x
27	Cc1ccccc1-n1c(C)cc(/C=N/NC(=O)c2ccncc2)c1C	x	4	22	13	-22	-2	17	0
28	O=C1OC(c2ccc(Cl)cc2)=C/C1=C/c1cccnc1	10	0	4	-2	3	3	8	x
29	CCNC(=O)[C@@H]1[C@@H](CO)[C@@H]2Cn3c(ccc(-c4cccc(F)c4)c3=O)[C@@H]2N1Cc1nccs1	-2	0	-35	-3	10	0	14	1
30	Cn1c(=O)c2c(nc(CCc3ccccc3)n2C)n(C)c1=O	16	-6	8	17	6	-3	x	1
31	CCC(=O)N1C[C@@H](C)[C@H](OC)CN(C)C(=O)c2cc(NC(=O)c3cnccn3)ccc2OC[C@@H]1C	x	0	4	-1	18	-1	0	8
32	Cc1ccc2[nH]c(=O)c(CN(CCO)C(=O)NCc3ccccc3)cc2c1	x	-2	-3	-5	x	0	x	6
33	CC(C)c1ccc(NC2(C#N)C(=O)Nc3ccccc32)cc1 (stereo not given)	x	1	9	2	14	2	2	4
34	CC(C)CCn1cnc2c1c(=O)n(C)c(=O)n2C	x	7	4	-3	x	-1	x	6
35	CC(C)[C@H]1C(=O)Nc2ccccc2N1C(=O)N[C@@H](Cc1ccccc1)C(=O)N[C@@H](Cc1ccccc1)C(=O)O	x	-2	-2	-4	x	-4	x	4
36	COCc1ccc(CN2CCC(C(=O)Nc3cccc(-c4cscn4)c3)CC2)o1	27	5	2	x	-5	-1	4	-2
37	CO[C@H]1CN(C)C(=O)c2ccc(NS(=O)(=O)c3ccccc3)cc2OC[C@H](C)N(Cc2ccccn2)C[C@H]1C	-9	1	14	11	-7	-1	-9	-3
38	Cc1ccccc1N1CC(C(=O)NC2CCCC2)CC1=O (stereo not given)	-3	-5	11	-6	-19	0	x	x
39	CCOCCN(C(=O)c1ccccc1Cl)c1cccc(C)c1C	7	-12	-3	-2	6	3	2	-1
40	CC(C)NC(=O)N(C)C[C@H]1OCCCC[C@@H](C)Oc2ccc(NC(=O)c3ccncc3)cc2C(=O)N([C@H](C)CO)C[C@@H]1C	-22	0	-5	-16	11	4	17	5
41	COC(=O)C1=C(SC)N(c2ccccc2)C(c2ccccc2)CC1=O (stereo not given)	91*	x	x	0	7	x	4	x
42	CCOC(=O)C[C@H]1c2ccc(C(F)(F)F)cc2S(=O)(=O)N1C1CCCC1	-30	1	-1	-5	1	0	-2	-22
43	CCCc1c(C(=O)NNc2cc(C(F)(F)F)ccc2Cl)cnn1-c1ccccc1	-17	x	x	-14	19	x	10	-10
44	COc1cc2c(cc1OC)-c1nnc(C)n1C(C)(C)C2	x	1	-10	-8	x	1	x	-5
45	COC(=O)c1ccc(CSc2nc3scc(-c4cccs4)c3c(=O)[nH]2)o1	12	0	1	-9	x	1	x	x
46	S=C(NCc1ccc(Cl)c(Cl)c1)NCc1ccco1	6	0	12	2	21	20	1	x
47	COc1ccc(CC(=O)Nc2ccccc2N2CCOCC2)cc1OC	3	x	x	x	-15	x	10	3
48	COc1ccc(C2=NO[C@@H]3C(=O)N(c4ccc5c(c4)OCCO5)C(=O)[C@H]23)cc1OC	x	-2	-5	-6	x	2	x	1
49	CCS(=O)(=O)NCC[C@H]1CC[C@H](NC(=O)C2CCOCC2)[C@@H](CO)O1	0	1	-1	-1	-6	-2	-5	-12
50	O=C(CSc1nc(=O)n2ccccc2n1)NCc1ccc(F)cc1	-17	-4	2	-1	8	0	7	x
51	CC(C)(C)OC(=O)[C@H](Cc1ccccc1)NC(=O)c1nc[nH]c1C(=O)NCc1ccccc1	-11	-3	-1	-8	19	-10	x	x
52	CCOC(=O)[C@H]1[C@H]2COc3ccccc3[C@@H]2N2C(=O)c3cc(Cl)ccc3NC(=O)[C@@]12C	3	-1	21	2	15	0	29	8
53	C[C@@H]1CN([C@H](C)CO)C(=O)c2cccc(NC(=O)C3CCCCC3)c2O[C@H]1CN(C)S(=O)(=O)c1cccs1	-13	-1	-18	2	-23	-2	-1	6
54	CC(OC(=O)c1ccc(=O)n(Cc2ccccc2)n1)C(=O)Nc1cccc(Cl)c1 (stereo not given)	-6	4	3	-2	3	-3	-28	x
55	OCCN(C=NC1=NN(c2cccc(C(F)(F)F)c2)CC1)CCO	x	x	-12	3	x	2	x	-20
56	COc1ccc(-c2c(C)nn3c(C(F)(F)F)cc(C)nc23)cc1	-12	-4	6	x	x	2	x	-5
57	CCS(=O)(=O)Nc1ccc2c(c1)C(=O)N(C)C[C@@H](OC)[C@H](C)CN(Cc1ccccn1)[C@H](C)CO2	-29	6	1	2	13	48	0	3
58	COC(=O)C(Cc1ccccc1)NC(=O)C12CC3CC(CC(C3)C1)C2 (stereo not given)	3	x	x	-6	-23	x	-24	x
59	O=C1CN(S(=O)(=O)c2ccccc2)C[C@@H]2[C@@H](c3ccc(Br)cc3)[C@@H](CO)N12	11	x	x	x	-6	x	13	0
60	CCOc1ccc(OCCNC(=O)c2oc3ccccc3c2COC)cc1	-6	2	-6	-9	1	1	x	1

Reformatted with values under each structure: entries from further up
The line under a structure holds: PAX8 inh HTS | PglD inh | C2C12 statin | ARNT TACC3 PPI | LGR2 inh | Cneo AK release | INS-1E GSIS act | PGC1a acetyl inh
36) COCc1ccc(CN2CCC(C(=O)Nc3cccc(-c4cscn4)c3)CC2)o1
    27 | 5 | 2 | x | -5 | -1 | 4 | -2
24) CCCCCCSc1ncc(C#N)c(N)n1
    -17 | 4 | -8 | -13 | x | 1 | x | -2
32) Cc1ccc2[nH]c(=O)c(CN(CCO)C(=O)NCc3ccccc3)cc2c1
    x | -2 | -3 | -5 | x | 0 | x | 6
13) CCOC(=O)C1(C)CCCN1C(=O)c1ccc(N(C)C)cc1 (stereo not given)
    -24 | -2 | -2 | x | 2 | 0 | 0 | 9
12) O=C(NS(=O)(=O)NC1CCCCC1)C1=C(N2CCCC2)COC1=O
    -2 | -2 | 1 | -3 | x | -3 | x | 0
27) Cc1ccccc1-n1c(C)cc(/C=N/NC(=O)c2ccncc2)c1C
    x | 4 | 22 | 13 | -22 | -2 | 17 | 0

This is a random part of the collection; about 2.9% have a hit in one of these screens.
